Mtb BioA inh – inhibitors of Mycobacterium tuberculosis BioA enzyme; actives 0.096% (n = 360,000); inhibition, % at 9.99 µM; purified M. tuberculosis BioA enzyme, plate reader; in the data active = inhibition above about 40%
* = called active by the depositor. Some of the compounds tested; rates above refer to the full screens.

SMILES	Mtb BioA inh
CN(C)C(=O)c1ccc(-c2ccc([C@@H]3[C@@H](CO)N4CCCCN(C(=O)C5CC5)C[C@H]34)cc2)cc1	-0.3
C[C@H](CO)N1C[C@H](C)[C@@H](CN(C)Cc2ccc(Oc3ccccc3)cc2)Oc2ccc(NC(=O)CCCN(C)C)cc2C1=O	3.4
O=C(C[C@H]1CC[C@H](NS(=O)(=O)c2ccc(F)cc2)[C@@H](CO)O1)NCc1ccc(Cl)c(Cl)c1	2.6
COCC(=O)N(C[C@@H]1N[C@@H](CO)[C@H]1c1ccc(C2=CCCCC2)cc1)C(C)C	-1.0
CC(C)NC[C@H]1[C@@H](c2ccc(C3=CCCCC3)cc2)[C@@H](CO)N1C(=O)NC(C)C	6.0
Cc1noc(C)c1S(=O)(=O)Nc1ccc2c(c1)C(=O)N([C@@H](C)CO)C[C@@H](C)[C@@H](CN(C)S(=O)(=O)c1c(C)noc1C)OCCCC[C@@H](C)O2	-3.0
CN1C(=O)c2cc(NC(=O)Nc3ccccc3)ccc2OC[C@H]2O[C@@H](CC(=O)O)CC[C@@H]21	0.4
CC(=O)N(C)C[C@@H]1Oc2ncc(-c3ccccc3C)cc2C(=O)N([C@H](C)CO)C[C@@H]1C	0.4
COc1cccc(S(=O)(=O)Nc2ccc3c(c2)[C@H]2C[C@H](CC(=O)N4CCCCC4)O[C@H](CO)[C@H]2O3)c1	-0.2
CCCN1[C@@H]2c3ccc(-c4ccc(OC)cc4)c(=O)n3C[C@@H]2[C@@H](CO)[C@@H]1C(=O)N(C)C	-0.7
CC(C)NC(=O)N(C)C[C@@H]1Oc2ncc(C3=CCCCC3)cc2C(=O)N([C@H](C)CO)C[C@@H]1C	-8.9
COc1ccc(NC(=O)Nc2ccc3c(c2)C(=O)N([C@@H](C)CO)C[C@H](C)[C@H](CN(C)Cc2ccc4c(c2)OCO4)O3)cc1	0.5
Cc1ccc(S(=O)(=O)Nc2ccc3c(c2)C(=O)N([C@@H](C)CO)C[C@@H](C)[C@@H](CN(C)C(=O)c2ccncc2)OCCCC[C@H](C)O3)cc1	-1.9
C[C@H]1CCCCO[C@H](CN(C)C(=O)Nc2ccc(F)cc2)[C@@H](C)CN([C@@H](C)CO)C(=O)c2cc(NS(=O)(=O)c3ccc(F)cc3)ccc2O1	-1.4
CNC[C@H]1Oc2ccc(NC(=O)NC(C)C)cc2CC(=O)N([C@@H](C)CO)C[C@@H]1C	-0.7
C[C@H]1CN([C@@H](C)CO)C(=O)c2cc(NC(=O)C3CC3)ccc2O[C@@H]1CN(C)Cc1ccncc1	-1.5
CCCC(=O)Nc1ccc2c(c1)C(=O)N(C)[C@@H]1CC[C@@H](CC(=O)N3CCCCC3)O[C@H]1CO2	1.3
C[C@@H]1CN([C@@H](C)CO)C(=O)c2cc(NS(=O)(=O)c3cccs3)ccc2O[C@@H](C)CCCCO[C@H]1CN(C)C(=O)c1ccncc1	-1.9
CC(C)CC#Cc1ccc2c(c1)O[C@@H](CN(C)Cc1ccccn1)[C@@H](C)CN([C@H](C)CO)S2(=O)=O	0.5
Cn1cnc(CCNC(=O)C[C@H]2CC[C@@H]3[C@H](COC[C@@H](O)CN3C(=O)Nc3ccccc3)O2)c1	0.9

12 successive compounds out of the list so far:
SMILES	Mtb BioA inh
COc1cccc(S(=O)(=O)Nc2ccc3c(c2)[C@H]2C[C@H](CC(=O)N4CCCCC4)O[C@H](CO)[C@H]2O3)c1	-0.2
CCCN1[C@@H]2c3ccc(-c4ccc(OC)cc4)c(=O)n3C[C@@H]2[C@@H](CO)[C@@H]1C(=O)N(C)C	-0.7
CC(C)NC(=O)N(C)C[C@@H]1Oc2ncc(C3=CCCCC3)cc2C(=O)N([C@H](C)CO)C[C@@H]1C	-8.9
COc1ccc(NC(=O)Nc2ccc3c(c2)C(=O)N([C@@H](C)CO)C[C@H](C)[C@H](CN(C)Cc2ccc4c(c2)OCO4)O3)cc1	0.5
Cc1ccc(S(=O)(=O)Nc2ccc3c(c2)C(=O)N([C@@H](C)CO)C[C@@H](C)[C@@H](CN(C)C(=O)c2ccncc2)OCCCC[C@H](C)O3)cc1	-1.9
C[C@H]1CCCCO[C@H](CN(C)C(=O)Nc2ccc(F)cc2)[C@@H](C)CN([C@@H](C)CO)C(=O)c2cc(NS(=O)(=O)c3ccc(F)cc3)ccc2O1	-1.4
CNC[C@H]1Oc2ccc(NC(=O)NC(C)C)cc2CC(=O)N([C@@H](C)CO)C[C@@H]1C	-0.7
C[C@H]1CN([C@@H](C)CO)C(=O)c2cc(NC(=O)C3CC3)ccc2O[C@@H]1CN(C)Cc1ccncc1	-1.5
CCCC(=O)Nc1ccc2c(c1)C(=O)N(C)[C@@H]1CC[C@@H](CC(=O)N3CCCCC3)O[C@H]1CO2	1.3
C[C@@H]1CN([C@@H](C)CO)C(=O)c2cc(NS(=O)(=O)c3cccs3)ccc2O[C@@H](C)CCCCO[C@H]1CN(C)C(=O)c1ccncc1	-1.9
CC(C)CC#Cc1ccc2c(c1)O[C@@H](CN(C)Cc1ccccn1)[C@@H](C)CN([C@H](C)CO)S2(=O)=O	0.5
Cn1cnc(CCNC(=O)C[C@H]2CC[C@@H]3[C@H](COC[C@@H](O)CN3C(=O)Nc3ccccc3)O2)c1	0.9

Following part
SMILES	Mtb BioA inh
COc1ccc(NC(=O)Nc2ccc3c(c2)C(=O)N([C@@H](C)CO)C[C@@H](C)[C@@H](CN(C)S(=O)(=O)c2ccc(Cl)cc2)O3)cc1	-1.2
CCO[C@H]1OC(C(=O)N2CCCCCCC2)=C[C@@H](C2CC2)[C@@H]1CCCO	-1.7
C[C@H](CO)N1C[C@H](C)[C@@H](CN(C)CC2CC2)Oc2cc(-c3cncnc3)ccc2S1(=O)=O	0.0
O=C(C[C@H]1C=C[C@@H](NC(=O)c2ccc(F)cc2)[C@H](CO)O1)NCCc1ccccc1	-0.4
CCCN(C)C[C@@H]1OCCCC[C@H](C)Oc2ccc(N(C)C)cc2C(=O)N([C@H](C)CO)C[C@@H]1C	-0.4
C[C@H](O)C#Cc1ccc2c(c1)O[C@H](CN(C)C(=O)C1CCC1)[C@H](C)CN([C@@H](C)CO)S2(=O)=O	2.4
C[C@H]1CN([C@@H](C)CO)S(=O)(=O)c2ccc(-c3cncnc3)cc2O[C@@H]1CN(C)C(=O)NC1CCCC1	4.9
C[C@@H]1CCCCO[C@H](CN(C)C(=O)c2ccncc2)[C@@H](C)CN([C@@H](C)CO)C(=O)c2cc(NC(=O)c3ccncc3)ccc2O1	0.7
COC(=O)[C@@H]1[C@@H](CO)[C@@H]2Cn3c(cccc3=O)[C@@H]2N1CC1CCCCC1	-0.1
O=S(=O)(NCC[C@H]1CC[C@H](NS(=O)(=O)c2ccccc2Cl)[C@H](CO)O1)c1ccc(Cl)cc1	4.6
O=C(C[C@H]1CC[C@H]2[C@@H](COC[C@H](O)CN2Cc2nccs2)O1)N1CCC(Cc2ccccc2)CC1	-2.1
C[C@H]1CN([C@@H](C)CO)C(=O)c2cc(NC(=O)Cc3ccccc3)ccc2O[C@H]1CN(C)S(C)(=O)=O	0.3
Cc1ccc(S(=O)(=O)N[C@@H]2CC[C@H](CCNC(=O)C3CCC3)O[C@H]2CO)cc1	7.1
C[C@@H]1CCCCO[C@@H](CN(C)Cc2ccc3c(c2)OCO3)[C@@H](C)CN([C@H](C)CO)C(=O)c2cc(NC(=O)c3ccccc3)ccc2O1	-1.1
CO[C@@H]1CN(C)C(=O)c2cc(NS(C)(=O)=O)ccc2OC[C@H](C)N(CC2CCCCC2)C[C@@H]1C	-0.3
Cc1noc(C)c1NC(=O)Nc1ccc2c(c1)C(=O)N([C@H](C)CO)C[C@H](C)[C@H](CN(C)C(=O)Nc1ccccc1)OCCCC[C@@H](C)O2	0.7
C[C@H]1CN([C@@H](C)CO)C(=O)c2cccc(NC(=O)c3ccncc3)c2O[C@H]1CN(C)Cc1ccc(Oc2ccccc2)cc1	-1.9
CCNC(=O)[C@H]1[C@H](CO)[C@H]2Cn3c(ccc(-c4cccnc4)c3=O)[C@H]2N1Cc1ccccc1	11
CCNC(=O)[C@H]1[C@H](CO)[C@H]2Cn3c(ccc(-c4ccccc4F)c3=O)[C@@H]1N2C(=O)CC	-1.4
CO[C@@H]1CN(C)C(=O)c2ccc(NS(=O)(=O)c3ccccc3C)cc2OC[C@@H](C)N(S(=O)(=O)c2ccccc2)C[C@H]1C	-1.1
C[C@@H]1CN([C@H](C)CO)S(=O)(=O)c2ccc(/C=C/c3ccccc3)cc2O[C@@H]1CN(C)C(=O)c1ccc2c(c1)OCO2	-2.3
C[C@@H]1CCCCO[C@H](CN(C)CC2CC2)[C@H](C)CN([C@@H](C)CO)C(=O)c2cc(NC(=O)Nc3cccc4ccccc34)ccc2O1	0.6
COCC(=O)Nc1ccc2c(c1)OC[C@@H](C)N(Cc1cccc(F)c1)C[C@@H](C)[C@H](OC)CN(C)C2=O	0.8
C[C@@H]1CN([C@H](C)CO)C(=O)c2cc(NC(=O)Nc3ccccc3)ccc2O[C@@H]1CN(C)S(C)(=O)=O	1.8
COc1cccc(C(=O)N2C[C@H]3[C@@H](c4ccccc42)[C@@H](CO)N3C(=O)NC(C)C)c1	-1.4
CO[C@H]1CN(C)C(=O)c2cc(NC(=O)C3CC3)ccc2OC[C@@H](C)N(Cc2cccc(F)c2)C[C@H]1C	8.7
CO[C@H]1CC[C@H]2CCN(C)C(=O)[C@H](C)[C@@H](OC)CN(C)C(=O)c3cccc(C#N)c3OC[C@@H]1O2	-0.3
C[C@@H]1CN([C@H](C)CO)C(=O)Cc2cc(NC(=O)NC3CCCCC3)ccc2O[C@@H]1CN(C)Cc1ccc(Oc2ccccc2)cc1	-1.0
CC(C)NC(=O)N(C)C[C@H]1Oc2cc(C3=CCCCC3)ccc2S(=O)(=O)N([C@H](C)CO)C[C@@H]1C	1.4
CO[C@H]1CN(C)C(=O)c2cc(NC(=O)C3CC3)ccc2OC[C@@H](C)N(C(=O)c2ccccc2F)C[C@@H]1C	2.6
CC(=O)N1CC[C@@H]2[C@H]1c1cc(-c3ccc(C#N)cc3)ccc1N(C)[C@@H]2CO	3.1
CO[C@H](CN(C)S(=O)(=O)c1ccc(F)cc1)[C@H](C)CN(Cc1ccccc1Cl)[C@@H](C)CO	-1.0
C[C@@H]1CN([C@H](C)CO)C(=O)c2cccc(NS(=O)(=O)c3cccs3)c2O[C@@H]1CN(C)S(=O)(=O)c1ccc(F)cc1	-0.9
COc1ccc(S(=O)(=O)Nc2cccc3c2O[C@H](CN(C)C(=O)NC2CCCCC2)[C@H](C)CN([C@H](C)CO)C3=O)cc1	0.8
CO[C@@H]1CN(C)C(=O)c2ccc(NC(=O)c3cccc(F)c3)cc2OC[C@@H](C)NC[C@H]1C	2.1
O=C(C[C@H]1C[C@H]2c3cc(NC(=O)c4ccc5c(c4)OCO5)ccc3O[C@H]2[C@@H](CO)O1)NCCc1ccccc1	-1.4
C[C@H]1CN([C@@H](C)CO)C(=O)c2cccc(NC(=O)C3CC3)c2O[C@@H]1CN(C)S(=O)(=O)c1ccccc1	-1.2
CCCC(=O)Nc1ccc2c(c1)OC[C@H](C)N(C(=O)c1cnccn1)C[C@@H](C)[C@H](OC)CN(C)C2=O	-0.7
CN(C)CCCNC(=O)C[C@H]1CC[C@@H]2[C@H](COc3ccc(NC(=O)c4cccc(F)c4)cc3C(=O)N2C)O1	29
O=C(N[C@H]1CC[C@@H](CC(=O)N2CCOCC2)O[C@@H]1CO)c1ccccn1	-2.8
COc1ccc(NC(=O)Nc2ccc3c(c2)C(=O)N([C@@H](C)CO)C[C@@H](C)[C@@H](CN(C)S(=O)(=O)c2ccc(F)cc2)OCCCC[C@H](C)O3)cc1	1.4
C[C@H](CO)N1C[C@H](C)[C@@H](CN(C)CC2CCCC2)OCc2cnnn2CCCC1=O	-3.6
COc1ccc(S(=O)(=O)Nc2ccc3c(c2)CC(=O)N([C@@H](C)CO)C[C@@H](C)[C@H](CN(C)S(C)(=O)=O)O3)cc1	1.9
C[C@H]1CN([C@@H](C)CO)C(=O)c2cccc(NC(=O)C3CC3)c2O[C@H]1CN(C)Cc1ccc(C(=O)O)cc1	-2.1
C[C@H](CO)N1C[C@H](C)[C@H](CN(C)C(=O)CN(C)C)Oc2cc(-c3ccc(C#N)cc3)ccc2S1(=O)=O	-0.6
C[C@@H]1CN([C@@H](C)CO)C(=O)c2cc(-c3cncnc3)cnc2O[C@H]1CN(C)C(=O)Cc1ccccc1	3.5
COc1ccc(S(=O)(=O)Nc2ccc3c(c2)CC(=O)N([C@@H](C)CO)C[C@H](C)[C@@H](CN(C)Cc2ccccc2)O3)cc1	2.5
C[C@H](CO)N1C[C@H](C)[C@H](CN(C)S(C)(=O)=O)Oc2ccc(NS(=O)(=O)c3ccc(F)cc3)cc2C1=O	-2.2
CC(C)NC(=O)Nc1ccc2c(c1)C(=O)N([C@@H](C)CO)C[C@@H](C)[C@H](CN(C)S(=O)(=O)c1ccccc1)OCCCC[C@@H](C)O2	2.2
CNC(=O)C[C@H]1CC[C@@H]2[C@H](COC[C@@H](O)CN2Cc2ccccc2F)O1	0.8
C[C@H]1CN([C@@H](C)CO)C(=O)Cc2cc(NC(=O)Nc3ccc(F)cc3)ccc2O[C@H]1CN(C)C(=O)Nc1ccc(C(F)(F)F)cc1	-3.3
O=C(NCCc1ccncc1)[C@@H]1[C@@H](CO)[C@@H]2Cn3c(ccc(-c4ccc(F)cc4)c3=O)[C@H]1N2	0.7
CCCN1[C@H](C(=O)OC)[C@@H](CO)[C@@H]2Cn3c(ccc(-c4ccc(OC)cc4)c3=O)[C@@H]21	4.6
C[C@@H]1CN([C@H](C)CO)C(=O)Cc2cc(NC(=O)Cc3ccccc3)ccc2O[C@@H]1CN(C)Cc1ccc(C(=O)O)cc1	-1.2
C[C@@H]1CN([C@H](C)CO)C(=O)c2cc(NC(=O)c3ccncc3)ccc2O[C@@H]1CN(C)S(=O)(=O)c1ccc(F)cc1	0.9
C[C@H](CO)N1C[C@H](C)[C@@H](CN(C)C(=O)Nc2ccccc2)Oc2ccc(NC(=O)Nc3ccc4c(c3)OCO4)cc2CC1=O	4.5
CC(=O)N(C)C[C@H]1Oc2ncc(C#Cc3cccnc3)cc2C(=O)N([C@@H](C)CO)C[C@H]1C	2.5
C[C@@H]1CN([C@H](C)CO)S(=O)(=O)c2ccc(C#CC(C)(C)O)cc2O[C@@H]1CN(C)C(=O)C1CCC1	0.4
CCCNC(=O)N1[C@H](CO)[C@@H]2c3ccccc3N(C(=O)NC(C)C)C[C@@H]21	1.1
C[C@H](CO)N1C[C@H](C)[C@@H](CN(C)C(=O)c2ccccc2)Oc2ncc(-c3ccc(C#N)cc3)cc2C1=O	0.5
